Screens from PubChem.
aDG glyco up: activators of alpha-DG glycosylation, primary screen, uHTS, Pro5-aDG cells, AlphaScreen. alpha-DG glycosylation AlphaScreen (IIH6); 0% Pro5, 100% B10-LARGE cell signal. activation, % at 10 µM. hit rate 0.22% among 360,000. AID 624168, 2012;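 active = activation of at least 8% versus controls, or a plate z-score of at least 8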;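 note: Pro5 are CHO cells carrying HIG-tagged alpha-DG that lacks glycosylation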
m5-HT2A agonist: mouse Htr2a agonists via beta-arrestin recruitment, primary screen, cell-based, luminescence; hit rate 0.66% among 360,000; activation, % at 7.6 µM; CHO-K1 mHTR2A beta-arrestin complementation; percent of 30 µM serotonin response;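 active = activation above a run cutoff, the mean activation of all tested compounds plus 3 SD, cut at about 14% in these data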;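 note: 0% = plate median of compound wells and 100% = 30 µM serotonin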
Cardio protect: cardioprotection against H2O2-induced cell death, primary screen, uHTS, H9c2 cells, ATPLite luminescence; protection from H2O2 cell death, % at 20 µM; H9c2 cardiomyocytes, H2O2 injury protection, 2 h; hit rate 0.63% among 360,000;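 active = compounds giving at least 50% protection of heart cells from peroxide-induced death in the single-dose screen, raw or plate-pattern-corrected value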;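 note: 0% = DMSO wells with peroxide and 100% = DMSO wells without peroxide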
Glyco luc inh: increase of ERlucT glycosylation luciferase signal, primary screen, N-linked glycosylation inhibitor project, D54 ERlucT cells, luminescence, set 2. D54 ERlucT glycosylation luciferase reporter, 24 h; percent of 100 nM tunicamycin response. reporter increase, % at 12.5 µM. hit rate 0.23% among 360,000;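 active = mean luciferase reporter signal, scaled so untreated is 0 and the glycosylation-blocking control 100, at or above a set limit in every replicate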;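 note: luciferase carries N-glycosylation sites so blocking glycosylation raises the light; 0% = median of neutral control wells and 100% = median of 100 nM tunicamycin wells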
MC4R ag barr: MC4R agonists recruiting beta-arrestin, primary screen, cell-based, luminescence, agonist arm of biased-ligand search; activation, % at 8.9 µM; Melanocortin receptor 4 (Homo sapiens), P32245; AID 540308, 2011; hit rate 0.98% among 360,000; U2OS MC4R beta-arrestin complementation; percent of melanotan II response, DMSO zero;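 active = activation above a per-plate cutoff, the mean activation of sample wells on that plate plus 3 SD, cut at about 8% in these data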
Target sequence (P32245 whole entry, looked up): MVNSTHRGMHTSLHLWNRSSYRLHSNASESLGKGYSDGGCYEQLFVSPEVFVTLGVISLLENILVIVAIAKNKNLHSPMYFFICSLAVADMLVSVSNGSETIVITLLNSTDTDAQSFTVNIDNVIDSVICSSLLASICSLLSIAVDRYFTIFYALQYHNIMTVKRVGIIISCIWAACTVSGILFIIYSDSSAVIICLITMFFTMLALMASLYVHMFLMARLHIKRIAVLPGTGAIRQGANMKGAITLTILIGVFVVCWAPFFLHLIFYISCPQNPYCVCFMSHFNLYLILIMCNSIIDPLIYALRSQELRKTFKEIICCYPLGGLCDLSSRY
CaV13 FRET inh: Disruptors of the CACNA1D IQ motif to Ca2+-dependent inactivation inhibitor domain association, primary screening, Förster resonance energy transfer in intact living … | HEK cells, CFP/YFP FRET ICDI-IQ, plate reader, 10 min; percent FRET-ratio fall versus neutral wells | inhibition, % at 12.3 µM | hit rate 0.098% among 340,000;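 active = mean replicate inhibition of at least 30% and at least 1% of replicates passing that level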;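 note: 0% = median of the neutral control wells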
MC4R antagonist: MC4R antagonists of cAMP signaling, primary screen, cell-based, TR-FRET, antagonist arm of biased-ligand search. hit rate 0.48% among 360,000. AID 540295, 2011. MC4R-expressing cells, MTII-stimulated cAMP, LANCE TR-FRET. Melanocortin receptor 4 (Homo sapiens), P32245. inhibition, % at 6.5 µM;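 active = inhibition above its plate's cutoff, the mean of tested wells on that plate plus 3 SD, cut at about 29% in these data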;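 note: 0% = Melanotan II alone and 100% = Melanotan II plus saturating MCL0020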
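System – human MC4R-expressing U2OS cells · Also added – Melanotan II · Dosing – one concentration, 6.5 µM nominal · Timing – 30-min compound, 1-h challenge, 1-h detection, room temperature · Measured by – Eu-cAMP/anti-cAMP TR-FRET, emission 671 nm · Replicates – singlicate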
ABCB6 inh MLPCN: ABCB6 transporter inhibitors, primary screen, K562-ABCB6 cells, flow cytometry, MLPCN library; fluorescence ratio to DMSO, % at 10 µM; K562-ABCB6 porphyrin accumulation, 1 h; hits give low values; hit rate 0.19% among 360,000; ATP-binding cassette sub-family B member 6 (Homo sapiens), Q9NP58;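 active = fluorescence ratio to DMSO below 75%, the collection mean minus 3 SD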;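 note: signal is porphyrin accumulated inside mitochondria; 100% equals median channel fluorescence of DMSO control wells; lower ratio means ABCB6 inhibition with less porphyrin fluorescence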
Vif imaging: HIV Vif self-association inhibitors, primary screen, imaging, HEK293T, single point; hit rate 0.35% among 340,000; inhibition, % at 7.49 µM; HEK293T cells, Vif self-association by quenched fluorescence, 24 h; in the data active = inhibition above about 50%, passing the limit was not always enough; note: some results filed as inactive read as strong as hits
PDI inh: inhibitors of human PDI, primary screen, biochemical, turbidity, single point, plate reader. Protein disulfide-isomerase (Homo sapiens), P07237. PDI insulin aggregation turbidity, A650, 90 min. inhibition, % at 10 µM. hit rate 0.052% among 350,000. AID 588391, 2011;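 active = mean inhibition across replicates of 30% or more, whatever share of single replicates reach that level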;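 note: absorbance from insulin aggregation driven by PDI reduction with DTT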
Target sequence (P07237 whole entry, looked up): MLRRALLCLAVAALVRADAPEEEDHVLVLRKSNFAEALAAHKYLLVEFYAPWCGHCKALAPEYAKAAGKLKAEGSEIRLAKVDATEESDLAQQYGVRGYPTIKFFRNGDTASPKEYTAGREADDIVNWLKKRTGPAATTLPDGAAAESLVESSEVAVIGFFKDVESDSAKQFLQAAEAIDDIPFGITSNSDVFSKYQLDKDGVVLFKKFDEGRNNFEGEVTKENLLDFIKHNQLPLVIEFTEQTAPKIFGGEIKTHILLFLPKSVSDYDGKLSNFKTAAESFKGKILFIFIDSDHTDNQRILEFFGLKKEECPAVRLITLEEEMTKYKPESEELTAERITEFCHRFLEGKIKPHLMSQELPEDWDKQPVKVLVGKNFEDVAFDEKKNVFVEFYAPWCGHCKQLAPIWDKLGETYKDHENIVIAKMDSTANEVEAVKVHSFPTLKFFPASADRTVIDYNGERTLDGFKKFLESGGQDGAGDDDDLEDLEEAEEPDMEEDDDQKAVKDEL
The depositor's hits bear a star; x = not tested or not shown.

SMILES	aDG glyco up	m5-HT2A agonist	Cardio protect	Glyco luc inh	MC4R ag barr	CaV13 FRET inh	MC4R antagonist	ABCB6 inh MLPCN	Vif imaging	PDI inh
Cc1ccc(NC(=O)CNc2cc(S(=O)(=O)N3CCOCC3)ccc2N2CCOCC2)cc1S(=O)(=O)N(C)C	0.1	-9	6	0	-2.3	-7	10	96	11	-1
O=C(NC12CC3CC(CC(C3)C1)C2)N(Cc1ccccc1)Cc1ccncc1	0.5	5	3	-3	3.3	-8	5	97	8	3
O=C(CNCCc1ccc(Cl)cc1Cl)NCc1ccco1	0.3	-5	-6	0	1.1	-5	4	95	-1	11
CC(=O)C1=C(C)Nc2ncnn2C1c1ccc(Br)cc1 (stereo unspecified)	0.1	-4	20	2	-0.7	-3	3	90	-10	-2
Cc1cc(-c2c(C(=O)N3CCOCC3)c(C)nn2-c2ccccc2)no1	0.1	3	13	0	2.4	-5	6	96	-1	-4
COc1ccc(-c2cc(C(=O)Nc3ccc(C)cc3)no2)cc1	-0.1	-2	5	-1	0.9	-4	15	100	x	-3
CCc1nc(NCC2CCCO2)c2oc3ccccc3c2n1 (stereo unspecified)	0.1	2	7	3	0.3	x	10	101	-3	5
COc1ccc(C2c3[nH]c4ccccc4c3C[C@H]3C(=O)N(c4ccccc4C(=O)N4CCC[C@@H]4C(=O)O)C(=O)N23)cc1 (stereo partly specified)	-0.1	-3	-1	1	-2.1	x	10	101	-2	x
O=C(NCc1ccc(F)cc1)c1ccc(N2CCOCC2)c([N+](=O)[O-])c1	0.0	-2	0	1	-3.3	-2	0	95	x	-15
COc1ccc(S(=O)(=O)N2CCC(NC(=O)Nc3ccc(C)cc3)CC2)cc1	-0.1	-1	-1	1	-0.4	-6	-1	100	-6	-6
O=C(/C=C/c1ccccc1)NC(=S)NNC(=O)c1cnccn1	0.0	1	57*	-6	-1.8	-19	-4	105	2	6
Cc1ccc(C(=O)OCC(=O)N(CCc2ccccc2)Cc2ccccc2)cc1S(=O)(=O)N1CCOCC1	0.8	-1	4	1	0.0	-15	9	96	x	-9
Nn1c(SCC(=O)N2CCCc3ccccc32)nnc1-c1ccccc1	0.3	0	10	2	-2.8	-6	8	100	3	3
COC(=O)c1ccc(N2C(=O)CC(NCc3ccccc3)C2=O)cc1 (stereo unspecified)	-0.1	1	0	3	-1.0	x	4	93	4	-7
Cc1ccc(CNC(=O)C2CCCN2C(=O)Nc2ccc(C)cc2)cc1 (stereo unspecified)	0.3	2	-4	0	-0.8	-5	-2	97	0	5
Nc1cc(=O)[nH]n1C1CCCCC1	-0.2	-3	0	3	-1.7	4	11	90	22	-2
O=C(CSc1nc2ncc(Cl)cc2[nH]1)NCCc1ccc(F)cc1	-0.2	-6	-2	-2	-2.1	2	0	95	7	-2
O=C(Nc1ccc(S(=O)(=O)N2CCCC2)cc1)c1cccs1	-0.3	-3	6	0	3.9	-2	7	96	-3	-3
COc1ccc(C(O)c2nc(-c3ccc4ccccc4c3)cs2)cc1 (stereo unspecified)	0.4	4	-22	-1	-0.7	-11	14	95	-11	-3
CCOC(=O)C1(P(=O)(c2ccc(Cl)cc2)c2ccc(Cl)cc2)CCC1	0.1	1	-1	-1	-0.6	x	-2	100	4	-13
CCOC(=O)C1=C(N)N(c2ccc(C)cc2)C2=C(C(=O)CCC2)C1c1cccs1 (stereo unspecified)	-0.2	-5	-2	-4	-0.8	x	-4	101	12	21
CCCCN1C(=O)C(=O)NC[C@@H]1C(C)CC (stereo partly specified)	0.1	-1	9	3	0.4	-11	6	98	x	-3
C#CCOCCOCCOCCNc1nc(N2CCN(C(=O)[C@H](CCCCN)n3cc(CC(C)O)nn3)CC2)nc(N2CCN(C(=O)[C@H](CCCCN)n3cc(CC(C)O)nn3)CC2)n1 (stereo partly specified)	-0.2	0	0	1	-0.3	-10	0	101	-5	4
CCCn1c(-c2ccc[nH]c2=O)nc2ccccc21	-0.2	0	3	0	-4.0	-2	2	102	0	10

Limited to MC4R antagonist, Glyco luc inh and MC4R ag barr (3 entries from above):
compound	MC4R antagonist	Glyco luc inh	MC4R ag barr
CCOC(=O)C1(P(=O)(c2ccc(Cl)cc2)c2ccc(Cl)cc2)CCC1	-2	-1	-0.6
O=C(Nc1ccc(S(=O)(=O)N2CCCC2)cc1)c1cccs1	7	0	3.9
Cc1ccc(CNC(=O)C2CCCN2C(=O)Nc2ccc(C)cc2)cc1 (stereo unspecified)	-2	0	-0.8

Other results follow.
SMILES	aDG glyco up	m5-HT2A agonist	Cardio protect	Glyco luc inh	MC4R ag barr	CaV13 FRET inh	MC4R antagonist	ABCB6 inh MLPCN	Vif imaging	PDI inh
Cc1cccc(NC(=O)c2ccc(S(=O)(=O)N3CCCCC3C)cc2)n1 (stereo unspecified)	-0.2	3	-4	-3	-2.4	-5	6	97	-4	3
Cc1ccc(-c2cc(C(F)(F)F)n3ncc(C(=O)N4CCCCC4c4cccnc4)c3n2)cc1 (stereo unspecified)	-0.1	-2	6	-5	-0.6	2	8	98	-14	-1
COc1ccc(CCN2CC(C(=O)NCCc3ccccn3)CCC2=O)cc1 (stereo unspecified)	-0.3	3	5	1	-2.4	-8	2	102	10	14
Cc1ccc(C(=O)O)cc1N1C(=O)CCCC1=O	0.2	1	14	1	-0.5	-4	-4	91	3	-9
CCN(C(=O)COC(=O)C(Cc1ccccc1)N1C(=O)c2ccccc2C1=O)C1CCS(=O)(=O)C1 (stereo unspecified)	-0.1	-2	7	0	-0.9	x	5	108	4	0
Cc1nc(C(F)(F)F)ccc1C(=O)N1CCC1(C)C(=O)NS(=O)(=O)c1ccc(F)cc1F (stereo unspecified)	-0.4	9	7	-1	1.2	-9	3	96	-11	-3
CCOc1ccccc1C(=O)Nc1cc2c(cc1N1CCCC1)n(CC)c(=O)n2CC	-0.6	-4	47	7	2.0	-3	14	97	-3	7
COc1cccc2[nH]c3c(N4CCCCC4)ncnc3c12	0.2	-4	-3	12	-0.5	-9	3	89	1	-4
Cc1ccc(NC(=O)c2ccn(C(=O)Nc3ccccc3)n2)c(C)c1	0.7	0	-2	4	-0.1	-4	28	98	-25	-8
COc1cc(CC(=O)OCC(=O)NC2CC2)cc(OC)c1OC	-0.1	2	5	5	-1.7	-10	-4	104	13	4
COc1ccc(OCC(=O)Nc2nc3cc4c(cc3s2)OCCO4)cc1	0.2	0	-6	2	-1.0	-7	1	100	7	-22
CCN(C(=O)COC(=O)CNS(=O)(=O)c1ccc(SC)c([N+](=O)[O-])c1)C1CCCCC1	-0.4	-1	-15	1	1.4	-16	1	95	2	5
Cc1cccc(C(=O)N2N=C(c3ccc(NS(C)(=O)=O)cc3)CC2c2cccs2)c1 (stereo unspecified)	-0.1	6	8	0	-1.9	-21	7	92	x	7
CCN(CC)C(=O)C1=C(C)N(Cc2ccc(F)cc2)C(=O)C(CC(=O)NCCc2ccccn2)C1 (stereo unspecified)	0.1	2	0	4	0.7	-7	-3	92	2	23
Cc1cc(C(=O)CN2C(=O)NC(Cc3c[nH]c4ccccc34)C2=O)c(C)n1C (stereo unspecified)	-0.1	-1	3	3	-1.4	-5	10	100	13	0
Cc1ccc(C(=O)NCCC(=O)N2CCOCC2)cc1	0.0	6	-2	-5	-4.6	x	-1	101	6	-6
CC1CCc2sc(C(=O)NNC(=S)NCC3CCCO3)cc2C1 (stereo unspecified)	-0.1	-7	-4	-1	-2.5	-6	0	96	6	-8
Nc1nonc1C(=O)OCC(=O)N1CCOCC1	0.0	0	-1	1	-1.8	-4	2	96	-3	5
COc1cc(CN2CCNC(=O)C2CC(=O)NCCC2=CCCCC2)cc(OC)c1 (stereo unspecified)	0.1	1	5	0	-1.7	-4	-4	97	3	10
COc1ccc(N(CC(=O)Nc2nccs2)S(=O)(=O)c2c(C)nn(C)c2C)cc1	5.9	2	10	1	-0.6	8	-1	98	-9	x
Cc1ccc(C(=O)c2nocc2C(=O)c2cccs2)cc1	-0.2	4	0	0	-1.8	-5	3	96	7	0
COc1ccc(COC(=O)CCS(=O)(=O)c2ccc(C)cc2)cc1F	-0.1	1	0	0	-3.8	-3	8	98	6	2
Cc1cc(C)cc(NC(=O)CNC(c2ccccc2)c2ccccc2)c1	-0.2	-6	-8	-1	3.2	-4	14	97	11	5
Cc1ccc2c(c1)cc(CN(Cc1ccc3c(c1)OCO3)S(=O)(=O)c1ccccc1)c1nnnn12	0.3	0	-2	-3	-1.6	-4	-1	92	9	-3
O=C(CN(CCc1ccccc1)C(=O)CNS(=O)(=O)c1ccccc1)NCc1ccco1	1.8	-1	7	1	-0.1	x	8	95	10	-1
Nc1c(-c2ccc(Cl)cc2)cnn1-c1ccccc1	0.1	-1	-18	-1	-0.4	-4	-10	93	14	8
CNC(=S)Nc1cc2oc3ccccc3c2cc1OC	0.1	8	-2	3	-2.9	x	4	98	-8	-11
O=C(O)Cc1sc(N/N=C\c2ccccc2)nc1-c1ccccc1	-0.5	-5	3	2	-0.4	-6	2	120	0	-3
CCC(CC)NC(=O)c1cccc(NC(=O)C(C)C)c1	0.3	-5	8	0	0.3	-16	4	102	31	-8
CN1CCN(C(=O)C2CCCCC2C(=O)O)CC1 (stereo unspecified)	-0.3	-2	6	-1	-1.6	-2	10	99	7	x
COc1ccc(OC)c(-c2cc(C(=O)Nc3c(C)nn(Cc4ccc(Cl)cc4)c3C)no2)c1	0.5	9	-5	-8	-0.1	-4	-1	100	1	-2
C[C@H]1CN([C@@H](C)CO)C(=O)CCCn2cc(nn2)CO[C@@H]1CN(C)S(=O)(=O)c1ccc2ccccc2c1	0.2	-2	12	3	-1.8	-7	-1	92	9	7
COc1ccc(NC(=O)COc2cc(C)cc(C)c2)cc1S(=O)(=O)N1CCCCC1	0.4	-9	-4	14	0.0	-7	-10	87	-18	5
COc1ccc(C(=O)Nc2c(C)cc(C)cc2C)cc1OC	-0.1	7	0	1	-0.5	-20	20	97	3	2
Cc1ccc2c(c1)CCCN2CC(=O)Nc1cccc(S(=O)(=O)N2CCCC2)c1	-0.2	-5	0	8	-3.8	-6	6	100	-3	-8
O=C(CCN1C(=O)COc2ccccc21)NCCN1CCOCC1	-0.3	-3	4	2	-1.0	-9	0	103	-3	-1
